Compound activity: PubChem BioAssay, several laboratories
MOR-DOR ag: agonists of human mu-delta opioid receptor heterodimerization; activation, % at 9.3 µM; cells, OPRM1-OPRD1 heterodimerization, luminescence; P35372+P41143; 0.3% of 340,000 active; in the data active = activation above about 18%;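 also: 0% = vehicle-treated cells and 100% = reference agonist; values of inactives mirror those of a sister screen read the other way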
PKA-R2B activ: activates the human PKA-R2B holoenzyme complex | PKA-R2B holoenzyme dissociation, Cy5-IP20 fluorescence polarization; R2B truncated from residue 108, S112A mutant; 0% DMSO only, 100% 113 µM cGMP | P22694+P31323 | activation, % at 11.4 µM | 0.079% of 340,000 active;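 active = activation above a cutoff set at the mean over all compounds plus 3 SD, cut at about 18% in these data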;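 also: higher means more holoenzyme dissociation and a rise in polarization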
HTR5A inv ctr: HTR5A inverse agonism, opioid heterodimer counter-screen; 0.083% of 340,000 active; P47898; inhibition, % at 9.3 µM; HTR5A cell line, luminescence; in the data active = inhibition mostly above about 23%, no sharp cut-off; inactive = mostly below about 18%;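 also: 0% = cells with DMSO and 100% = no-cell wells with DMSO; some compounds called inactive have numbers as strong as hits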
PKA-R1A activ: PKA-R1A complex activation | PKA-R1A dissociation, Cy5-IP20 fluorescence polarization; scaled: DMSO 0%, 113 µM cGMP 100% | 0.083% of 340,000 active | activation, % at 11.4 µM;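 active = percent activation above the mean of all tested compounds plus 3 SD, cut at about 19% in these data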;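 also: higher means more PKAc released from R1A so a rise in polarization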
HTR5A ag: activates human HTR5A in OPRM1-OPRD1 agonist counter-screen; 0.61% of 340,000 active; activation, % at 9.3 µM; HTR5A agonist assay, luminescence, cell-based; P47898; in the data active = activation mostly above about 9.5%, no sharp cut-off; inactive = mostly below about 7.6%;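 also: 0% = cells with vehicle only and 100% = reference agonist; strong numbers were not always called active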
V-ATPase pHluor: regulators of yeast V-ATPase proton transport; S. cerevisiae, pHLuorin cytosolic pH fluorescence; response, % at 10 µM; 0.37% of 350,000 active; AID 504577; in the data active = response mostly above about 7.3%, no sharp cut-off; inactive = mostly below about 5.4%; also: actives read high; inactives centre near 0; some compounds called inactive have numbers as strong as hits; reference of the scale not given here
OPRM1-OPRD1 inv: inverse agonists of human mu-delta opioid receptor heterodimerization; 0.21% of 340,000 active; AID 504357; inhibition, % at 9.3 µM; P35372+P41143; cell-based MOR-DOR heterodimer luminescence, inverse agonism; in the data active = inhibition above about 22%, passing the limit was not always enough;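 also: 0% = cells with DMSO and 100% = wells without cells with DMSO; values of inactives mirror those of a sister screen read the other way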
DAGLB inhibitor: blocks human DAGLB lipase activity. Q8NCG7. HEK293T DAGLB membrane lysate, EnzChek fluorogenic substrate. inhibition, % at 5.17 µM. 0.059% of 340,000 active. AID 504411; in the data active = inhibition above about 34%;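 also: 0% = enzyme with vehicle and 100% = wells lacking enzyme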
Target sequence (Q8NCG7 whole entry, looked up): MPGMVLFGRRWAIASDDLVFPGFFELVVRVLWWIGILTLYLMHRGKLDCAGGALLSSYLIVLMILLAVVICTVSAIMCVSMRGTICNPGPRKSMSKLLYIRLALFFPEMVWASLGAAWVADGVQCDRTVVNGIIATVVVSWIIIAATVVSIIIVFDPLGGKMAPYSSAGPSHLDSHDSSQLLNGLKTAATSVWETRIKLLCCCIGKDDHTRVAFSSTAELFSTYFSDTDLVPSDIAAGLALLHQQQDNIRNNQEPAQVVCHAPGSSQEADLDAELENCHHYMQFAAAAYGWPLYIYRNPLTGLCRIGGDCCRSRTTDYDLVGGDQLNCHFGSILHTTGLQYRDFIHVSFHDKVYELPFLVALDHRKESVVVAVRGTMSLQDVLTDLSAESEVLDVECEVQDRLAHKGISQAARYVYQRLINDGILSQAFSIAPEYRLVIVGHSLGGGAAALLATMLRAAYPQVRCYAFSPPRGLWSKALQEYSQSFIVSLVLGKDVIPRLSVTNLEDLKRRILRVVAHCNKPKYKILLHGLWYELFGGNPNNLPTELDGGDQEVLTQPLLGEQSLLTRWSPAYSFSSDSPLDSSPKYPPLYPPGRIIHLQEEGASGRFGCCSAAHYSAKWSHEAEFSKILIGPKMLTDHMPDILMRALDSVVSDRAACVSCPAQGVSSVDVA
Pemphigus Ab inh: inhibitors of pemphigus antibody binding to human desmoglein-3 | P32926 | DSG3-coupled beads, scFv-anti-DSG3-GFP binding, flow cytometry; stronger effect = lower value | binding (percent of control), % at 10 µM | 0.48% of 310,000 active | AID 588358;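 active = binding more than 3 SD below its plate's average and above zero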;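 also: hits lower antibody fragment binding to DSG3; some compounds called inactive have numbers as strong as hits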
Arrestin-AP2 inh: inhibitors of human beta-arrestin and AP2 interaction; FITC-arrestin peptide / GST-AP2 beads, flow cytometry; AP2 beta2 appendage carries R879A mutation; 0.31% of 340,000 active; AID 504490; inhibition, % at 10 µM;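 active = inhibition above a set limit, near 3 SD of compounds lacking own fluorescence, cut at about 54% in these data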;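 also: plate controls were DMSO wells for no effect and 5 µM unlabelled arrestin peptide for full effect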
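Test system: GST-tagged AP2 beta2-adaptin appendage (R879A) on 4 µm glutathione beads; also added: fluorescein-tagged arrestin peptide at 50 nM final; timing: 12 min plus 1 h, RT; signal: flow cytometry, FL1 (488/535 nm); read-out: percent drop in bead-associated FITC signal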
Numbers without * were called inactive; nt = not tested or not shown.

Labels used below: A = MOR-DOR ag; B = PKA-R2B activ; C = HTR5A inv ctr; D = PKA-R1A activ; E = HTR5A ag; F = V-ATPase pHluor; G = OPRM1-OPRD1 inv; H = DAGLB inhibitor; I = Pemphigus Ab inh; J = Arrestin-AP2 inh
Cc1cc(C(=O)Nc2ccc3ccccc3c2)oc1C
  A: 1.9 | B: 7.8 | C: -25.4 | D: 1.6 | E: 9.5 | F: 1.2 | G: -10.2 | H: -4.5 | I: 104.2 | J: -1.5

CC1(C)COC(c2cccc([N+](=O)[O-])c2)OC1
  A: -5.0 | B: 1.3 | C: -4.5 | D: -5.3 | E: 1.1 | F: -4.2 | G: 24.1 | H: -1.6 | I: nt | J: -9.4

S=C(c1ccc(-c2ccc(Cl)cc2Cl)o1)N1CCCCC1
  A: -1.6 | B: -1.9 | C: -25.4 | D: -0.8 | E: 2.8 | F: 0.9 | G: 8.6 | H: -15.5 | I: 90.4 | J: -2.7

O=C(COC(=O)c1cccc(NS(=O)(=O)/C=C/c2ccccc2)c1)Nc1ccccc1OC(F)F
  A: 2.4 | B: 3.0 | C: -20.6 | D: 1.7 | E: 3.4 | F: 0.6 | G: -10.6 | H: -0.9 | I: 101.2 | J: 17.5

CCOc1ccccc1C1c2cc3c(cc2OC(C)(N2CCCC2)C1C)OCO3 (stereo unspecified)
  A: -3.1 | B: -8.0 | C: 7.8 | D: -2.9 | E: -0.6 | F: -1.9 | G: 15.9 | H: 0.4 | I: 96.8 | J: -8.1

Cc1ccc(/C=C/C(=O)Nc2ccccc2C(N)=O)cc1
  A: -2.8 | B: -14.8 | C: 16.6 | D: 4.5 | E: 7.5 | F: -7.0 | G: 13.6 | H: 0.3 | I: 81.7 | J: -1.9

N/C(=N\OC(=O)CC1CCCCC1)c1cccc(Br)c1
  A: 6.1 | B: 7.1 | C: -14.1 | D: 4.5 | E: 2.9 | F: 2.3 | G: -32.6 | H: -0.6 | I: 112.6 | J: -7.2

O=C(CCNC(=O)c1ccco1)NCCN1C(=O)S/C(=C\c2ccc(F)cc2)C1=O
  A: 0.2 | B: 6.0 | C: -10.3 | D: -9.3 | E: 4.0 | F: 1.5 | G: -1.0 | H: 0.4 | I: nt | J: -13.2

COC(=O)C1C(c2ccc(OC)cc2)C(C(=O)OC)S(=O)(=O)C(CCN2CCCCC2)S1(=O)=O (stereo unspecified)
  A: 3.0 | B: 4.2 | C: -2.5 | D: 1.6 | E: 7.1 | F: -2.7 | G: -13.5 | H: -4.0 | I: nt | J: -1.1

Cc1ccc(NC(=O)Nc2nnc(Cc3ccc([N+](=O)[O-])cc3)s2)cc1C
  A: 5.4 | B: -4.8 | C: -13.7 | D: -4.3 | E: 5.2 | F: 0.2 | G: -27.4 | H: 5.7 | I: 95.1 | J: -4.2

COC(=O)c1ccc(CN2C(=O)NC(CC(C)C)C2=O)cc1 (stereo unspecified)
  A: -1.3 | B: 5.6 | C: 9.2 | D: -6.9 | E: 2.7 | F: 3.1 | G: 6.9 | H: 1.3 | I: 104.4 | J: nt

Cc1ccc(N2CN=C(c3ccccc3)NC2=S)cc1
  A: -2.1 | B: -2.5 | C: 15.3 | D: 7.4 | E: 1.9 | F: 4.2 | G: 12.4 | H: 0.0 | I: 106.3 | J: -3.8

CCN(C(=O)COC(=O)CCOc1cccc(C)c1)c1c(N)n(Cc2ccccc2)c(=O)[nH]c1=O
  A: 1.4 | B: 0.8 | C: 14.4 | D: -13.5 | E: -5.5 | F: 0.8 | G: -9.5 | H: 1.6 | I: 98.3 | J: 3.8

COc1cc(OC)c(C(=O)NCCCN2CCOCC2)cc1OC
  A: -1.9 | B: 1.1 | C: -2.9 | D: 4.4 | E: 1.1 | F: 3.5 | G: 8.9 | H: 2.1 | I: 96.1 | J: -6.9

O=C1C=C(c2cccs2)CC(c2cccs2)C1n1cnc([N+](=O)[O-])c1 (stereo unspecified)
  A: -2.4 | B: -6.7 | C: -5.6 | D: -8.1 | E: 2.2 | F: 5.2 | G: 12.2 | H: 3.3 | I: 87.8 | J: -1.1

COc1ccc(S(=O)(=O)N2CCN(C(=O)c3cc(C)oc3C)CC2)cc1OC
  A: -3.6 | B: 2.4 | C: 8.3 | D: -1.2 | E: -3.4 | F: -6.8 | G: 14.8 | H: -1.3 | I: 101.7 | J: 4.2

COc1ccc(C)cc1NC(=O)CSc1nnc2ccc(-c3ccncc3)nn12
  A: -1.3 | B: -8.8 | C: -7.1 | D: 2.1 | E: 2.6 | F: 5.0 | G: 8.1 | H: 0.3 | I: 101.2 | J: -15.9

O=C(O)c1ccc(N2C(=O)C3ON(c4ccccc4)C(c4ccccc4F)C3C2=O)cc1 (stereo unspecified)
  A: -1.9 | B: 1.8 | C: -1.5 | D: 2.4 | E: 0.6 | F: -1.0 | G: 8.1 | H: -1.0 | I: 102.3 | J: 5.8

COc1ccc(N2CC(C(=O)Nc3nc4ccc(OC)cc4s3)CC2=O)cc1 (stereo unspecified)
  A: 1.7 | B: 7.3 | C: -21.2 | D: 0.0 | E: 7.1 | F: -5.6 | G: -13.9 | H: 1.7 | I: 115.1 | J: 29.6

Cc1ccc(N2C(=O)Cc3ccccc3C2=O)cc1
  A: 0.4 | B: -11.5 | C: 4.9 | D: 12.3 | E: -1.7 | F: -8.3 | G: -2.6 | H: -2.1 | I: 98.8 | J: 3.8

CCOc1ccc(C2=C(C=Nc3c(C)n(C)n(-c4ccccc4)c3=O)C(c3ccc(F)cc3)c3ccccc3O2)cc1 (stereo unspecified)
  A: -1.6 | B: 8.8 | C: 3.8 | D: -16.1 | E: -1.1 | F: -2.0 | G: 8.9 | H: -3.4 | I: 86.3 | J: 6.7

CN(C)c1ccc(C(CNS(=O)(=O)c2ccc(F)cc2)c2c[nH]c3ccccc23)cc1 (stereo unspecified)
  A: 4.9 | B: -10.3 | C: -11.7 | D: -9.1 | E: 3.4 | F: -1.9 | G: -25.7 | H: 0.2 | I: 104.4 | J: 48.4

Quoted from the listing:
HTR5A inv ctr with CCN(C(=O)COC(=O)CCOc1cccc(C)c1)c1c(N)n(Cc2ccccc2)c(=O)[nH]c1=O stands at 14.4
PKA-R1A activ with Cc1ccc(/C=C/C(=O)Nc2ccccc2C(N)=O)cc1 stands at 4.5

Gathered by group, the entries above with two or more sulfur atoms
Labels used below: A = MOR-DOR ag; B = PKA-R2B activ; C = HTR5A inv ctr; D = PKA-R1A activ; E = HTR5A ag; F = V-ATPase pHluor; G = OPRM1-OPRD1 inv; H = DAGLB inhibitor; I = Pemphigus Ab inh; J = Arrestin-AP2 inh
COC(=O)C1C(c2ccc(OC)cc2)C(C(=O)OC)S(=O)(=O)C(CCN2CCCCC2)S1(=O)=O (stereo unspecified)
  A: 3.0 | B: 4.2 | C: -2.5 | D: 1.6 | E: 7.1 | F: -2.7 | G: -13.5 | H: -4.0 | I: nt | J: -1.1

O=C1C=C(c2cccs2)CC(c2cccs2)C1n1cnc([N+](=O)[O-])c1 (stereo unspecified)
  A: -2.4 | B: -6.7 | C: -5.6 | D: -8.1 | E: 2.2 | F: 5.2 | G: 12.2 | H: 3.3 | I: 87.8 | J: -1.1

Random draw from the library; any-hit rate near 2.4%.
